# Screens: PubChem, National Center for Advancing Translational Sciences (NCATS)
# DT40 TDP1 CPT: growth inhibition of DT40 Tdp1-/-;hTDP1 cells with camptothecin (screen for TDP1 inhibitors) | Potency, µM (highest dose often 46.2 µM), without a hit: at the top dose activity change, negative = growth inhibition, most hits filed as inhibitors | AID 686979 | 420,000 compounds, 12% hits | chicken DT40 Tdp1-/-;hTDP1 cells + 20 nM CPT, ATP luminescence, 48 h; also: nearly all actives have a fitted effect of over 55% in size
#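 Chicken DT40 Tdp1-/- cells stably complemented with human TDP1 were seeded at 400 cells/well in medium containing 20 nM camptothecin, exposed to pin-transferred compounds, and grown at 37 °C for at least 48 hr. Viability was read as ATP luminescence.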
# DT40 TDP1 no CPT: qHTS for Inhibitors of human tyrosyl-DNA phosphodiesterase 1 (TDP1): qHTS in cells in absence of CPT. DT40 Tdp1-/- hTDP1 cells, no CPT, ATP luminescence, 48 h. 420,000 compounds, 15% hits. Potency, µM (doses to about 46.2 µM), for inactives: top-dose activity change, negative = growth inhibition, hits mostly inhibitors; also: nearly all actives have a fitted effect of over 55% in size
#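 Chicken DT40 Tdp1-/- cells stably complemented with human TDP1 were seeded at 400 cells/well with DMSO in place of 20 nM camptothecin. After compound pinning, cells grew at least 48 hr at 37 °C; viability read by CellTiter-Glo luminescence.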
# TDP1 inh: blocks human tyrosyl-DNA phosphodiesterase 1; recombinant TDP1, AlphaScreen DNA substrate cleavage; AID 485290; Q9NUW8; 350,000 compounds, 0.28% hits; Potency, µM (highest dose often 130 µM), without a hit: top-dose activity change, negative = inhibition, most hits filed as inhibitors; also: nearly all actives have a fitted effect of over 40% in size
# Target sequence (Q9NUW8 whole entry, looked up): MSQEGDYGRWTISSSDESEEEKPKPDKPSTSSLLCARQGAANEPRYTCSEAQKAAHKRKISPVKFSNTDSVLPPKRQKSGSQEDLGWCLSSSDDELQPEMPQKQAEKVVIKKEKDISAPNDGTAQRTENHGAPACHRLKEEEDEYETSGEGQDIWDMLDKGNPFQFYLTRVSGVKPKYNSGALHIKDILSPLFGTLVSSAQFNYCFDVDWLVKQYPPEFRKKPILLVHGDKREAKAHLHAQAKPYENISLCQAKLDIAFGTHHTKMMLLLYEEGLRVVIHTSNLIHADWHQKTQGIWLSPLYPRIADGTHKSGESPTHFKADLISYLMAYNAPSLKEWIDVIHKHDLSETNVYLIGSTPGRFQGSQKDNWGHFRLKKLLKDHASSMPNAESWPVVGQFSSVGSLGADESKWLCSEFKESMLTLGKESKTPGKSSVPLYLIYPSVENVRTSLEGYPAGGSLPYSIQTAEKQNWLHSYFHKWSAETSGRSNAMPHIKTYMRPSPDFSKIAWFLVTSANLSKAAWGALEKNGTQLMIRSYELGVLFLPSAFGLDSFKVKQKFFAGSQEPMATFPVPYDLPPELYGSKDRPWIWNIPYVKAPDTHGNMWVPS
#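 Enzyme-compound mixtures sat 15 min at room temperature, followed by a 5 min reaction with 15 nM final substrate and 10 min with AlphaScreen beads. Recombinant human Tdp1 was used at 1 nM final.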
# The depositor's hits bear a star; ? = inconclusive; . = not tested or not shown; & = joins results of further samples; [ ] = another dose, or the depositor's remark. Calls follow the shape of the dose curve; as a rule, active = well fitted curve in the direction sought with a large enough effect; inconclusive = small, poorly fitted or top-dose-only effect, or another doubt; inactive = no such curve, though single readings can be large; an effect the other way counts as inactive or inconclusive. % is scaled to controls: 0 for no effect and ±100 for the full control effect; potency is read from the fitted curve at half-maximal effect. Rows are unselected; any-hit rate near 18%.
# Start of the data: the first 3 compounds, ahead of the listing:
SMILES,DT40 TDP1 CPT,DT40 TDP1 no CPT,TDP1 inh
CCCCCN(C(=O)COC(=O)c1ccc(Br)o1)c1c(N)n(CCCC)c(=O)[nH]c1=O,-16%,-13%,4%
CC1CN(CC(=O)NCc2ccc(F)cc2)CC(C)O1 (configuration not stated),6%,11%,3%[0.0935 µM]
COc1ccccc1NC(=O)c1ccccc1NC(=O)c1cccs1,23µM*,?,4%

# This part in full, previewed entries included:
SMILES,DT40 TDP1 CPT,DT40 TDP1 no CPT,TDP1 inh
CCCCCN(C(=O)COC(=O)c1ccc(Br)o1)c1c(N)n(CCCC)c(=O)[nH]c1=O,-16%,-13%,4%
CC1CN(CC(=O)NCc2ccc(F)cc2)CC(C)O1 (configuration not stated),6%,11%,3%[0.0935 µM]
COc1ccccc1NC(=O)c1ccccc1NC(=O)c1cccs1,23µM*,?,4%
COC(=O)c1cc(CN2CCN(c3ccccc3C)CC2)ccc1O,?,?,-10%
O=C(O)c1ccccc1NS(=O)(=O)c1ccc(NNC(=S)Nc2ccc(OC(F)F)cc2)c([N+](=O)[O-])c1,?,-29%,11%
CCC(=O)NC(=S)Nc1ccc(NC(=O)c2ccc(Br)o2)cc1,-10%,?,2%
Cc1cccc(-n2c(=O)cc(N3CCN(c4ccc(F)cc4)CC3)[nH]c2=O)c1,?,18µM*,-5%
COc1cccc(CN2CCN(Cc3nc(-c4cccs4)oc3C)CC2CCO)c1 (configuration not stated),4%,-3%,3%
Cc1ccc(NC(=O)CCCSc2ccccc2)cc1S(=O)(=O)N1CCOCC1,3%,-11%,5%
O=C(Cc1ccc([N+](=O)[O-])cc1)NCc1ccccn1,4.6µM*,2.9µM*,4%
COc1cccc(NC(=O)Nc2ccc3c(c2)nnn3C)c1,-19%,?,-13%[56.1 µM]
CN(Cc1ccccc1F)C(=O)c1ccc2c(=O)n3c(nc2c1)CCC3,-5%,-28%,2%
S=c1[nH]nc(-c2ccncc2)n1/N=C/c1cccc(Cl)c1,-21%,-28%,2%
CCOc1cc(CC(=O)N[C@@H](CC(C)C)c2ccccc2N2CCCCC2)ccc1C(=O)O,-21%,-5%,3%
CC(C)CNS(=O)(=O)c1ccc(CCC(=O)NCc2ccncc2)cc1,-4%,-1%,-1%
NS(=O)(=O)c1ccc(NC(=O)CSc2nc3ccccc3c(=O)n2Cc2ccncc2)cc1,?,-22%,0%
COc1ccc(C(=O)NNC(=O)c2cccs2)cc1S(=O)(=O)N1CCOCC1,2%,4%,0%
COc1ccc(/C(C)=N/NC(=O)c2nnn(-c3nonc3N)c2-c2cccs2)cc1,-11%,8%,0%
COc1cccc(-n2ccnc2SCC(=O)Nc2nc3ccc(C)cc3s2)c1,-8%,-18%,3%
CC(C)NC(=O)c1cc(C2CCCCN2S(=O)(=O)c2cccc3cccnc23)on1 (configuration not stated),-5%,0%,.
CN(C)c1ccc(CNC(=O)C2CCN(S(=O)(=O)c3ccc4c(c3)CCC(=O)N4)CC2)cc1,?,-28%,5%
CCCCCOc1ccc(C(=O)CCN2CCOCC2)cc1,5.8µM*,8.2µM*,.
CCOc1ccc2ccccc2c1C(=O)NCC(c1ccc(N(C)C)cc1)N(C)C (configuration not stated),?,-24%,5%
O=c1[nH]c(C(F)(F)C(F)(F)C(F)(F)F)no1,-13%,1%,.
Cc1ccccc1OCC(=O)OC(C(=O)c1ccccc1)c1ccccc1 (configuration not stated),3%,1%,-3%
COc1ccc(/C=N/NC(=O)CN2CCCCCCC2)c(C)c1C,-13%,-6%,.
CC(C)COc1ccc(N)cc1OCC(C)C,-2%,?,5%
CC1=C(C(=O)Nc2ccccc2)C(c2ccccc2Cl)n2ncc(C(=O)Nc3cccc(C)c3)c2N1 (configuration not stated),?,18µM*,3%
COc1ccccc1CN1CC2(CCN(C(=O)c3cnccn3)CC2)C1,-4%,0%,.
Cc1cc(C)nc(SCSc2nc(C)cc(C)n2)n1,-3%,-11%,-12%
Cc1cc(N2Cc3ccccc3C2)ccc1C=O,?,?,.
COc1ccc(-c2cc3ccccc3n2CC(O)CN2CCCCC2)cc1 (configuration not stated),-24%,-18%,.
O=C(COC(=O)/C=C/c1ccco1)Nc1ccccc1,-12%,3%,.
Nc1nonc1-n1nnc(C(=O)N/N=C\c2ccncc2)c1CN1CCCCC1,2%,-5%,.
Cc1cc(=O)oc2cc(NC(=O)c3ccnn3C)ccc12,3%,15%,1%
CC(=O)NCCNC(=O)c1ccc(CSc2ccc(Cl)cc2)cc1,-30%,-3%,0%
O=C(CN(C(=O)Cn1nnc(-c2ccc(F)cc2)n1)c1cccc(F)c1)NC1CCCC1,-27%,-27%,.
N#Cc1ccc(-c2csc(-c3ccno3)n2)cc1,17%,-5%,2%
CC(=O)c1cccc(OCCN2C(=O)NC(C)(C)C2=O)c1,-23%,-7%,9%
Brc1ccc(/C=C2\C=Cc3ccccc32)cc1,?,?,.

# 4 entries already listed, sorted by formula weight, high to low:
SMILES,DT40 TDP1 CPT,DT40 TDP1 no CPT,TDP1 inh
COc1ccc(-c2cc3ccccc3n2CC(O)CN2CCCCC2)cc1 (configuration not stated),-24%,-18%,.
CCCCCOc1ccc(C(=O)CCN2CCOCC2)cc1,5.8µM*,8.2µM*,.
Cc1cc(=O)oc2cc(NC(=O)c3ccnn3C)ccc12,3%,15%,1%
O=C(COC(=O)/C=C/c1ccco1)Nc1ccccc1,-12%,3%,.

# Entries of single compounds as entered above:
# `CCOc1ccc2ccccc2c1C(=O)NCC(c1ccc(N(C)C)cc1)N(C)C` (configuration not stated) is listed with DT40 TDP1 CPT = ?; DT40 TDP1 no CPT = -24%; TDP1 inh = 5%
# `Cc1ccccc1OCC(=O)OC(C(=O)c1ccccc1)c1ccccc1` (configuration not stated) is listed with DT40 TDP1 CPT = 3%; DT40 TDP1 no CPT = 1%; TDP1 inh = -3%

# (next part)
SMILES,DT40 TDP1 CPT,DT40 TDP1 no CPT,TDP1 inh
Cc1ccc(CNS(=O)(=O)c2ccc3c(c2)NC(=O)CS3)cc1,?,15µM*,5%
CCC(SC1=Nc2ccccc2C2=NC(CC(C)C)C(=O)N12)C(=O)Nc1ccc2c(c1)OCO2 (configuration not stated),?,?,7%
CCN(CC(=O)Nc1c(F)cccc1F)C(=O)COc1ccc2c(c1)CCC2,-5%,-8%,.
O=C1C[C@@H]2c3c(cccc3CN1Cc1ccccc1)C[C@@H](O)[C@H]2O,0%&-2%,-5%&-11%,.
O=C(CSc1nnc2c(n1)[nH]c1ccc(F)cc12)N1CCOCC1,10%,2%,6%
Cc1ccc(S(=O)(=O)NCC(c2ccc(N(C)C)cc2)N2CCCC2)cc1 (configuration not stated),?,?,6%
CCN(CC)C(=O)C1=C(C)N(Cc2ccc(OC)cc2)C(=O)C(CC(=O)NCc2cccc3ccccc23)C1 (configuration not stated),?,23µM*,.
Cc1nn(CC(=O)NCCCN2CCCCC2)c(=O)c2cccn12,0%,-7%,2%
COc1cc(NC(=O)C2CCN(C(=O)c3sc4nc[nH]c(=O)c4c3C)CC2)cc(OC)c1OC,-7%,-10%,7%
COc1cccc(C(=O)Nc2c(C(N)=O)oc3ccccc23)c1,?,16µM*,4%
O=C(NCc1ccccc1)N1CCOc2ccccc21,-4%,11%,.
CCCCCCNc1ncnc2c1sc1nc(N3CCOCC3)c3c(c12)CCCC3,?,?,0%
O=c1[nH]c2ccccc2c(O)c1Cc1ccccc1,2%,2%,6%
Cc1c(Cc2ccccc2)c(=O)oc2cc(OCC(=O)NCC(O)c3ccccc3)ccc12 (configuration not stated),?,18µM*,6%
COCCN1C(=O)CN(S(C)(=O)=O)CC1(C)C(=O)Nc1ccc2c(c1)OCCO2 (configuration not stated),7%,10%,.
Cc1ccccc1C(=O)Nc1cccc(NC(=O)c2ncn[nH]2)c1,-8%,-9%,-5%
Cc1cc(C(=O)OCC(=O)Nc2cccc([N+](=O)[O-])c2)c(C)o1,-1%,-20%,0%
O=C(NCc1ccco1)C(c1ccccc1)N(C(=O)Cc1cccs1)c1cccnc1 (configuration not stated),1%,-4%,5%
Cc1cc(NC(=O)CSc2nnc(CNC(=O)c3c(F)cccc3F)o2)no1,19%,24%,3%[56.1 µM]
CCOC(=O)c1ccc(NC(=S)N2CCSC2c2c(F)cc(F)cc2F)cc1 (configuration not stated),23µM*,26µM*,7%
CC(OC(=O)CNC(=O)c1cccs1)C(=O)Nc1ccc(S(N)(=O)=O)cc1 (configuration not stated),1%,-14%,-2%
CC(=O)c1c(C)[nH]c(C(=O)N(C)CC(=O)Nc2ccc(Cl)c(C(F)(F)F)c2)c1C,?,?,2%
CC(=O)NC(N(C#N)c1nc(Cl)nc(N(C)C)n1)C(Cl)(Cl)Cl (configuration not stated),2%,-11%,3%
Cc1ccc(C(=O)O)cc1NC(=O)C1=CSCCO1,6%,?,0%
CCCCNC(=O)CN1C(=O)c2c(c3ccccc3n2C)C1c1ccc(OC)cc1 (configuration not stated),?,?,-3%
CSc1ccccc1NC(=O)CN(C)Cc1cccc(Cl)c1,14%,?,-7%
Cc1ccc(CN2CCN(Cc3cnc(C)s3)CC2CCO)o1 (configuration not stated),4%,15%,.
CCO[C@H]1OC(C(N)=O)=C[C@@H](c2csc3ccccc23)[C@@H]1CCCO,-2%,2%,1%
Nc1c(N(CCC2=CCCCC2)C(=O)c2ccc([N+](=O)[O-])o2)c(=O)[nH]c(=O)n1Cc1ccccc1,?,?,-1%[0.505 µM]
CCn1cc(C(=O)NCCCN2CCC(C)CC2)c(=O)c2cc(S(=O)(=O)N3CCCC3)ccc21,-19%,-5%,5%
CC(=O)Nc1ccc(/C=C/c2ccccn2)cc1,-8%,-4%,.
CN(C)S(=O)(=O)c1ccc(N2CCCC2)c(C(=O)OCC(=O)NC2CCCCC2)c1,3%,-10%,.
CCC(C)NS(=O)(=O)c1ccc(S(=O)(=O)N2CC=C(c3ccc(F)cc3)CC2)cc1 (configuration not stated),16µM*,18µM*,3%
COc1ccc(/C=C(/C(=O)Nc2ccccc2C(=O)N2CCCC2)c2ccccc2)cc1,?,?,8%
CCOC(=O)C1Oc2ccccc2C(c2cccc3ccccc23)=C1C(=O)OC (configuration not stated),?,?,-4%[56.1 µM]
Cc1ccc(NC(=O)CN(C)C(=O)COC(=O)c2nccnc2N)cc1,-9%,-18%,1%
CC(C)c1ccc(NC(=O)CNS(=O)(=O)c2ccc(F)cc2)cc1,16µM*,12µM*,-3%
CC(=O)NCC(=O)OCC(=O)c1ccccc1,-11%,-14%,3%
COc1cc(OC)cc(C(=O)N[C@H](C(=O)OCC(=O)Nc2ccc(F)c(F)c2)C(C)C)c1,5%,-5%,-9%
CCOc1cc(C(=O)Nc2ccc(N3CCOCC3)cc2)cc(Br)c1OC,?,26µM*,3%
COCCCn1c(=O)c2sccc2n(Cc2cccc(F)c2)c1=O,-20%,-15%,.
Brc1ccc(-c2nnc3sc(CN4CCc5ccccc5C4)cn23)cc1,-3%,9%,.
COc1ccc(CCNC(=O)C2CC3Cn4c(nc5ccccc54)C3N2c2ccccc2)cc1 (configuration not stated),?,-22%,.
COc1ccc(NC(=O)CS(=O)c2cccc(C(F)(F)F)c2)cc1 (configuration not stated),0%,-1%,2%
COc1ccc(CCN2C(=O)C3C4C=CC(C4)C3C2=O)cc1OC (configuration not stated),-24%,0%,-3%
COc1ccc(Cc2nnc(SCC(=O)N(C)CC(=O)Nc3ccc(C)cc3)o2)cc1,-27%,?,.
COC(=O)c1c(C)oc2c1cc(NS(=O)(=O)c1ccc(C(=O)O)cc1)c1ccccc12,-16%,6%,.
COc1ccc(C(C(=O)Nc2c(C)cccc2C)N2CCN(c3ccc(C)cc3)CC2)cc1 (configuration not stated),?,?,.
CCN1CCC(N(Cc2ccc3c(c2)OCO3)C(=O)Nc2ccc(Br)c(C)c2)CC1,?,16µM*,-1%
COc1ccc(NC(=O)Cn2c(=O)c(-c3cc(C)ccc3NC(C)=O)nc3ccccc32)c(OC)c1,-6%,-13%,3%
Cc1nc(-c2ccccc2O)n(-c2ccccc2)n1,-2%,-23%,2%
CC(C)(C)c1ccc(OCC(O)CN(CCO)CC(O)Cn2ccc3ccccc32)cc1 (configuration not stated),?,?,3%
Cc1noc(C)c1S(=O)(=O)N(CC(=O)NCc1ccc2c(c1)OCO2)c1ccc(C(C)C)cc1,?,?,4%
CCOC(=O)c1c(/N=C/c2cccc([N+](=O)[O-])c2O)sc(C)c1C,-3%,-18%,0%
CC(=O)c1ccc(N2CCN(CC(=O)Nc3ccccc3N3CCOCC3)CC2)cc1,15µM*,10µM*,0%
c1cncc(-c2nccc(-n3ccnc3)n2)c1,-7%,-25%,.
O=C1C(Cl)=C(NCc2cccnc2)C(=O)c2ccccc21,13µM*,8.2µM*,.
